High-throughput results as filed in PubChem.
ARFGAP1 inh – inhibitors of rat ARFGAP1 GAP activity, primary screen, biochemical, fluorescence polarization, GDP tracer; Arfgap1-stimulated ARF1 GTP hydrolysis, GDP FP detection; inhibition, % at 16.5 µM; 360,000 compounds, 0.26% hits; AID 651572, 2012;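 active = inhibition above a per-plate limit, mean inhibition of low control wells plus 3 SD, cut at about 25% in these data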;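 also: 0% = DMSO wells with enzyme and 100% = wells lacking Arfgap1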
Target sequence (Q62848 1-136 limits assumed): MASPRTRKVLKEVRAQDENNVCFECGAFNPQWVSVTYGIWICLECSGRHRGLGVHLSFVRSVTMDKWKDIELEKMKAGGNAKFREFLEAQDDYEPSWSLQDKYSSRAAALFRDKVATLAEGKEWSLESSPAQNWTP
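Assay system: Rat Arfgap1 GAP domain (His6, aa 1-136), purified enzyme | Buffer or medium: HEPES 25 mM pH 7.5, NaCl 150 mM, MgCl2, DTT | Schedule: GTP hydrolysis reaction 2 h at 25 °C | Signal: FP of antibody-bound GDP Alexa 633 tracer, ex 620/em 688 nm | Measure: Percent inhibition of Arfgap1-stimulated GTP hydrolysis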
rCAG binder – binders of r(CAG) RNA repeats, primary screen, biochemical, fluorescence; r(CAG) RNA repeat, TO-PRO-1 dye displacement fluorescence; inhibition, % at 3 µM; 370,000 compounds, 1.3% hits;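 active = inhibition above the plate cutoff, the mean of all test compounds on that plate plus 3 SD, cut at about 35% in these data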;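 also: 0% = DMSO alone and 100% = 100 µM mitoxantrone as full dye displacement; higher means more dye released from RNA so lower well fluorescence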
SMARCA2 activ – SMARCA2 (BRM) function activators, primary screen, cell-based, luminescence, high throughput | activation, % at 9.1 µM | MG213 cells, MMTV-luciferase reporter, dexamethasone, overnight | 370,000 compounds, 1% hits; in the data active = activation above about 7.8%;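 also: 0% = vehicle wells and 100% = reference activator wells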
Rev-erbA mod – modulators of Rev-erb alpha DNA binding, primary screen, biochemical, FITC-DNA, fluorescence polarization, uHTS. Nuclear receptor subfamily 1 group D member 1 (Homo sapiens), P20393. activity, % at 10 µM. AID 1259318, 2017. 370,000 compounds, 0.79% hits. Rev-erbα–FITC-DNA binding, 90 min;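 active = activity above about 14%, limit read from the data; passing the limit was not always enough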;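 also: 0% = DMSO wells with 35 nM protein and 100% = DMSO wells with 750 nM protein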
HTRA1 inh – HTRA1 serine protease inhibitors, primary screen, biochemical, fluorescence polarization, HTS; Q92743; recombinant HTRA1, FP-rhodamine activity-based probe; inhibition, % at 5.96 µM; 340,000 compounds, 0.5% hits; AID 504803, 2011; in the data active = inhibition above about 36%;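 also: 0% = enzyme with DMSO and 100% = wells lacking enzyme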
Target sequence (Q92743 whole entry, looked up): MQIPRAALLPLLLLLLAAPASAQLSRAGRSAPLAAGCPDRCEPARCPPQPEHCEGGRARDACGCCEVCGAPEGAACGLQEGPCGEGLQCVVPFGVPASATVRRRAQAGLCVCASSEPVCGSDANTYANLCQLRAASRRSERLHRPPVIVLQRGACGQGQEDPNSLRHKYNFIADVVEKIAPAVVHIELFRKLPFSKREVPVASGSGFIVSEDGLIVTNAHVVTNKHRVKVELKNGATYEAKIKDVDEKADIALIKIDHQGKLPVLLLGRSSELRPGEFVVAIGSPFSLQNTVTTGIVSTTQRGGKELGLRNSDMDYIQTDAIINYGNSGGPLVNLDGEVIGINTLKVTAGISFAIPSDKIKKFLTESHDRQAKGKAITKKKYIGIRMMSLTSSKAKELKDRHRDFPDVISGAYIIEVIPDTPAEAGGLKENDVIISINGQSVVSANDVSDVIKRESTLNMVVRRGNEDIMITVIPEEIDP
GC-B act – human GC-B receptor activators, primary screen, HEK293 GC-B cells, cGMP TR-FRET, EC30 CNP; AID 1920062, 2024; Atrial natriuretic peptide receptor 2 (Homo sapiens), P20594; activation, % at 10 µM; 370,000 compounds, 0.11% hits; 0% at EC30 CNP, 100% saturating CNP;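 active = activation at 10 µM reaching about 35% in either raw or pattern-adjusted values, limit read from the data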
ASAP1 inh – inhibitors of human ASAP1 ArfGAP activity, primary screen, biochemical, fluorescence polarization | AID 624377, 2012 | 360,000 compounds, 0.19% hits | inhibition, % at 16.5 µM | ASAP1-stimulated ARF1 GTP hydrolysis, GDP FP detection; in the data active = inhibition above about 25%;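 also: 0% = vehicle with enzyme and substrate and 100% = no enzyme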
ABHD4 inh – ABHD4 inhibitors, primary screen, biochemical, fluorescence polarization, mouse; 370,000 compounds, 0.54% hits; purified mABHD4, FP-Rh probe fluorescence polarization; (Lyso)-N-acylphosphatidylethanolamine lipase (Mus musculus), Q8VD66; inhibition, % at 8.92 µM; AID 720543, 2013;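 active = inhibition exceeding the mean over every tested compound plus 3 SD, cut at about 30% in these data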;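 also: 0% = plate median of compound wells and 100% = S159A mutant with DMSO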
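Test system: mABHD4 protein | Buffer or medium: HEPES pH 7.0 buffer, 150 mM NaCl, 0.01% Pluronic F-127 | Probe or stimulus: FP-Rh fluorescent activity-based probe, added after compound pre-incubation | Timing: Pre-incubation 45 min, probe exposure 60 min, at 25 °C | Technique: Fluorescence polarization, excitation 525 nm, emission 598 nm, BODIPY TMR filters | Repeats: Single well per compound (singlicate)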
GC-A act – GC-A stimulated cGMP production enhancers – HEK293 GC-A cells, cGMP TR-FRET, EC30 ANP, primary screen; activation, % at 10 µM; 0% at EC30 ANP, 100% saturating ANP; AID 1671463, 2021; 370,000 compounds, 0.14% hits; Atrial natriuretic peptide receptor 1 (Homo sapiens), P16066; in the data active = activation above about 40%
PG9 Ab binder – binders of HIV-1 gp120 antibody PG9, primary screen, biochemical, TR-FRET; AID 624416, 2012; inhibition, % at 6.7 µM; TR-FRET gp120-PG9 antibody binding; 360,000 compounds, 0.43% hits; in the data active = inhibition above about 8.5%
Starred values were filed as active, the others as inactive; x = not tested or not shown.

SMILES	ARFGAP1 inh	rCAG binder	SMARCA2 activ	Rev-erbA mod	HTRA1 inh	GC-B act	ASAP1 inh	ABHD4 inh	GC-A act	PG9 Ab binder
Cc1nc(CSc2ccccc2)cc(=O)[nH]1	7	-1	0	0	1	-3	16	-2	1	-2.5
CCCN(CC(=O)Nc1ccccc1C)C(=O)c1ccc(N2CCCC2)c([N+](=O)[O-])c1	7	-3	-2	-1	-1	4	6	-1	-1	0.5
COc1cccc(-c2nc(CS(=O)(=O)CC(=O)N3CCOCC3)c(C)o2)c1	15	-8	-1	0	3	1	-4	2	-1	-0.5
CCNC(=O)N1CCOCC1	-1	0	3	-2	-1	0	-8	1	6	-2.5
Cc1ccccc1C(=O)c1cn[nH]c1-c1ccccc1O	9	2	-2	0	-1	3	6	-3	-12	0.1
COc1ccc(C(=O)N2CCN(C)C(C)C2)cc1OC1CCN(C(C)=O)CC1 (configuration not stated)	11	-2	-1	-6	3	5	5	9	2	-0.4
c1ccc(CN2c3ccccc3-c3nc4ccccc4n3C2c2ccccn2)cc1 (configuration not stated)	13	3	0	3	-68	-5	1	-26	-17	2.0
COc1cccc(-n2c(SCC(=O)N3CCCCC3)nc3c([nH]c4ccccc43)c2=O)c1	13	4	-3	-3	1	7	8	-1	1	0.9
CCCCOC(=O)c1ccc(NC(=O)C(=O)NCc2ccncc2)cc1	0	-3	-5	-4	-11	1	5	-10	-1	-3.4
Cc1nc2ccccc2nc1N1CCOCC1	-12	-1	-1	-2	2	-3	-5	0	4	-1.6
COc1ccccc1CNC1CCN(Cc2ccccc2)CC1	10	-6	0	2	6	-11	-5	-7	-5	0.2
CC1CCCN(c2cccc3c2S(=O)(=O)N([C@H](C)c2ccccc2)C[C@@H](COCc2ccccc2)O3)C1 (some centres not stated)	20	6	-4	1	x	4	11	1	0	-0.5
OC(COCc1ccc2c(c1)OCO2)CN1CCN(Cc2ccccc2)CC1 (configuration not stated)	-6	-7	2	-1	1	-4	0	3	-2	0.7
CCOc1ccc2[nH]c3c(NCCN(C)C)ncnc3c2c1	13	9	1	-3	9	-4	7	4	7	-0.5
COc1ccc(NC(=O)CCNC(=O)Cn2cnc3sc4c(c3c2=O)CCCC4)c(OC)c1	0	-2	-3	2	6	10	-2	2	1	-0.5
Cc1ccc(C(=O)Sc2cccccc2=O)cc1	3	8	-10	-22	22	-1	6	20	15	-4.0
O=C(CCl)N1N=C(c2ccco2)CC1c1ccco1 (configuration not stated)	-2	15	-3	-9	-2	-9	6	10	2	0.8
COC(=O)Nc1ccc(S(=O)(=O)Nc2cc(OC)nc(OC)n2)cc1	-1	2	-1	-1	2	1	4	-5	2	-1.5
Cc1cc(C)cc(-n2ncc3c2CCCC3NC(=O)CCN2Cc3ccccc3C2=O)c1 (configuration not stated)	-11	-5	-1	-4	1	4	1	-1	-5	-0.8
CC1CC(C)CN(C(=O)c2ccncc2)C1 (configuration not stated)	7	1	-5	-5	3	2	-6	3	-3	0.4
Cn1c(=O)c2nc(NCc3ccccc3)sc2n(C)c1=O	15	1	-3	1	-1	0	13	4	6	-1.6
Cc1cc(C)c(/C=N/NC(=O)c2nnn(-c3nonc3N)c2CN2CCC(C)CC2)c(C)c1	3	3	1	2	-19	1	0	-6	-5	-0.7
Cc1cc2nc(C3CCN(Cc4nnnn4Cc4cccs4)CC3)[nH]c2cc1C	x	x	x	2	-9	0	x	x	2	x
C=CC[C@@H](CC(=O)NCCO)C(=O)N[C@@H](COC(=O)[C@@H](CC=C)CC(=O)OC(C)(C)C)Cc1ccccc1	-8	-6	-2	1	9	-9	0	-10	-5	0.5
COc1ccccc1/C=N/NC(=O)CO	-4	-2	-4	1	0	-3	-6	-3	-1	-1.4

Entries of single compounds as entered above.
Cc1nc2ccccc2nc1N1CCOCC1 across the screens: ARFGAP1 inh: -12; rCAG binder: -1; SMARCA2 activ: -1; Rev-erbA mod: -2; HTRA1 inh: 2; GC-B act: -3; ASAP1 inh: -5; ABHD4 inh: 0; GC-A act: 4; PG9 Ab binder: -1.6
CC1CC(C)CN(C(=O)c2ccncc2)C1 (configuration not stated) across the screens: ARFGAP1 inh: 7; rCAG binder: 1; SMARCA2 activ: -5; Rev-erbA mod: -5; HTRA1 inh: 3; GC-B act: 2; ASAP1 inh: -6; ABHD4 inh: 3; GC-A act: -3; PG9 Ab binder: 0.4
Cc1nc(CSc2ccccc2)cc(=O)[nH]1 across the screens: ARFGAP1 inh: 7; rCAG binder: -1; SMARCA2 activ: 0; Rev-erbA mod: 0; HTRA1 inh: 1; GC-B act: -3; ASAP1 inh: 16; ABHD4 inh: -2; GC-A act: 1; PG9 Ab binder: -2.5

(next part)
SMILES	ARFGAP1 inh	rCAG binder	SMARCA2 activ	Rev-erbA mod	HTRA1 inh	GC-B act	ASAP1 inh	ABHD4 inh	GC-A act	PG9 Ab binder
C/[N+]([O-])=C\c1cccc(OCCN2CCN(c3ncc(C(F)(F)F)cc3Cl)CC2)c1	-7	-6	-3	5	-18	3	-1	-4	3	-2.9
CCCCS(=O)(=O)c1sc2nc3c(cc2c1N)CCCC3	-2	-1	-2	-2	-30	8	5	-13	2	0.4
O=C(COc1ccc([N+](=O)[O-])cc1Cl)Nn1cnnc1	8	0	-4	2	6	0	7	2	2	-1.3
COc1ccc(S(=O)(=O)N2CCC3CC2c2cc(-c4ccc5c(c4)OCO5)ccc23)cc1 (configuration not stated)	-2	5	0	-5	x	2	-8	-1	2	-0.4
CCC(=O)Nc1ccc2c(c1)C(=O)N(C)[C@H]1CC[C@H](CC(=O)NCCOC)O[C@@H]1CO2	x	0	-2	9	x	-5	x	10	3	x
CC(=O)c1cccc(NC(=O)CN(C)S(=O)(=O)c2cccc3nsnc23)c1	2	2	3	0	0	1	4	6	2	-1.1
CC(C)N1CC(=O)N2CSCC2C1=O (configuration not stated)	-3	4	5	-2	x	-2	-11	3	-4	0.5
COc1cccc(N2CCN(C(=O)CN(C)S(=O)(=O)c3ccc4c(c3)CCC(=O)N4)CC2)c1	-1	4	0	8	5	-5	19	5	1	-0.6
O=C(OCC(=O)N1CCOCC1)c1ccccc1Cc1ccccc1	8	-9	4	-5	-1	1	15	-14	0	-0.2
CCN(CC)c1ccc(NC(=O)C(C)C)cc1	1	-3	-3	2	-4	0	-12	4	-3	-5.1
COc1ccc(-c2sc(Nc3ccccc3)n[n+]2-c2ccc(F)cc2)c(OC)c1OC	2	-3	2	5	0	-11	-3	5	-2	-2.0
CCN(C(=O)CSc1nnc(C)n1-c1ccccc1)C1CCS(=O)(=O)C1 (configuration not stated)	4	-1	0	0	0	4	8	-1	-1	0.3
Cc1noc(NS(=O)(=O)c2ccc(NC(=O)c3cnc4scc(C)n4c3=O)cc2)c1C	1	10	0	1	-1	-4	-2	2	4	-0.7
Cc1ccc(-n2c(C)cc(/C=N/NC(=O)CC3(C)OCCO3)c2C)c(C)c1	8	3	-3	-3	5	-8	7	3	-1	1.1
CCC(CC)NC(=O)c1n[nH]c(=O)c2ccccc12	-2	-1	-2	-2	-5	4	-6	2	4	0.2
Cc1cc(NC(=O)COC(=O)c2cc(S(=O)(=O)N(C)c3ccccc3)ccc2Cl)no1	-6	0	3	4	-30	1	3	-8	-2	0.5
CCCCNC(=S)NCCN1CCCCC1	-9	0	-2	4	7	-5	-3	13	2	1.2
CCC(C)NC(=O)CNC(=O)c1nn(-c2ccc(OC)c(Cl)c2)c(=O)c2ccccc12 (configuration not stated)	7	-1	-1	1	-7	4	-5	-3	6	-0.4
COC(=O)c1cc(C(=O)c2cc(Br)ccc2O)coc1=N	16	10	-2	-4	-8	-13	3	-8	-2	-0.7
COc1ccc(S(=O)(=O)NC(C)C(=O)Nc2ccccc2F)cc1 (configuration not stated)	1	2	0	-4	1	7	-7	1	-6	-0.4
O=C(O)CCCCCNC(=O)c1ccccc1Br	0	0	2	-2	6	-2	10	3	-1	0.9

Ordered by SMILES length (smallest number first): 3 of the compounds above
SMILES	ARFGAP1 inh	rCAG binder	SMARCA2 activ	Rev-erbA mod	HTRA1 inh	GC-B act	ASAP1 inh	ABHD4 inh	GC-A act	PG9 Ab binder
CCCCNC(=S)NCCN1CCCCC1	-9	0	-2	4	7	-5	-3	13	2	1.2
O=C(O)CCCCCNC(=O)c1ccccc1Br	0	0	2	-2	6	-2	10	3	-1	0.9
COc1ccc(S(=O)(=O)N2CCC3CC2c2cc(-c4ccc5c(c4)OCO5)ccc23)cc1 (configuration not stated)	-2	5	0	-5	x	2	-8	-1	2	-0.4
